mIAP block = blocks mouse intestinal alkaline phosphatase | purified mouse IAP, CDP-Star luminescence, 30 min | inhibition, % at 10 µM | actives 0.2% (n = 330,000);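 active = inhibition of at least 40% at 10 µM in the primary screen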;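 note: plate controls were DMSO with enzyme for no effect and no enzyme wells for full effect; values of inactives mirror those of a sister screen read the other way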
beta cell repl = MIN6 beta-cell proliferation induction; MIN6 cells proliferation, ATPlite luminescence, 48 h; cells starved in 0.2% serum; 100% = growth in 10% serum; proliferation, % at 10 µM; actives 0.29% (n = 330,000); AID 2380;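 active = compounds whose signal lies at least 3.5 SD above the mean of all wells on their plate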;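 note: 0% = DMSO-treated cells in low-serum medium and 100% = 10% serum control; some compounds called inactive have numbers as strong as hits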
APOBEC3A inh = inhibitors of human APOBEC3A DNA deaminase; inhibition, % at 20 µM; actives 0.41% (n = 330,000); recombinant A3A, FAM/TAMRA ssDNA deamination fluorescence; AID 493011; P31941;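 active = at least 40% inhibition at 20 µM here, with at most 30% in a related deaminase screen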;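 note: plate controls were A3A with DMSO for no effect and wells lacking A3A enzyme for full effect; some results filed as inactive read as strong as hits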
Target sequence (P31941 whole entry, looked up): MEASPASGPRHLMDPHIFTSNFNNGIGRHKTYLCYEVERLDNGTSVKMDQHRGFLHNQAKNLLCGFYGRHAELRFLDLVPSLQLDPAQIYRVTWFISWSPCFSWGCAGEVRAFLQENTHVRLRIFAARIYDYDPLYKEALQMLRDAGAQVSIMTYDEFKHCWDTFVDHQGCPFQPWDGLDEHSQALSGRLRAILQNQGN
APOBEC3G inh = APOBEC3G (human) deaminase inhibition; Q9HC16; recombinant A3G, ssDNA deamination FAM/TAMRA fluorescence; inhibition, % at 20 µM; actives 0.28% (n = 330,000);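 active = inhibition of at least 40% at 20 µM, with no more than 30% in the related APOBEC3A deaminase screen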;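 note: plate controls were DMSO wells with A3G for no effect and wells lacking A3G enzyme for full effect; some compounds called inactive have numbers as strong as hits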
Target sequence (Q9HC16 whole entry, looked up): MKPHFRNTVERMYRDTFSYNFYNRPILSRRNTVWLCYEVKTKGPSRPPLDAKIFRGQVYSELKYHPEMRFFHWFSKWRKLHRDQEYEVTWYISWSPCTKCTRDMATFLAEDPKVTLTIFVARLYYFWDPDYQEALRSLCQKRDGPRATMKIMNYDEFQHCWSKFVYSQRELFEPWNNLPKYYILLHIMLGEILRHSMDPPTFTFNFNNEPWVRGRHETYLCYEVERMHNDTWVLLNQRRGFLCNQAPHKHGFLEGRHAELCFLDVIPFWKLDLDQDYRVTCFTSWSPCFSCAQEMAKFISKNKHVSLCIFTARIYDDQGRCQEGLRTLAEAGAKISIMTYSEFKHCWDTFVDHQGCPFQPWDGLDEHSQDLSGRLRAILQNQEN
hIAP inh = human IAP inhibition; P09923; purified IAP, CDP-Star luminescence, 30 min; inhibition, % at 10 µM; actives 0.12% (n = 330,000);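 active = inhibition reaching a set limit with compound at 10 µM in the primary screen, cut at about 35% in these data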;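 note: plate controls were DMSO wells with enzyme for no effect and no-enzyme buffer wells for full effect; values of inactives mirror those of a sister screen read the other way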
NR3A LBD binder = NR3A (human) ligand-binding domain modulation; NR3A LBD differential scanning fluorimetry, Tm shift; 0% = protein alone, 100% = glycine-bound protein; Tm shift relative to glycine control, % at 25 µM; actives 2.5% (n = 340,000);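 active = melting temperature shift of at least 10% of the positive control shift, at one fixed dose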
mIAP act = increases mouse intestinal alkaline phosphatase activity; muIAP, CDP-Star luminescence, 30 min; active compounds read high; 1 = vehicle-only enzyme signal, 0 = enzyme-free wells; activation factor at 10 µM; actives 0.24% (n = 330,000);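 active = activation factor of at least 2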; note: the source names both 10 and 20 µM as test concentration; values of inactives mirror those of a sister screen read the other way
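System: mouse IAP enzyme. Reagent: CDP-Star chemiluminescent phosphatase substrate. Benchmarks: DMSO wells, no-enzyme wells. Times: 30 min enzyme-substrate-compound incubation at room temperature. Detection: luminescence from enzymatic CDP-Star hydrolysis. Doses: test compounds delivered from DMSO solution.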
MPTP inh = blocks calcium-induced mitochondrial swelling | isolated mouse mitochondria, Ca2+ swelling absorbance, 30 min | inhibition, % at 10 µM | actives 1.4% (n = 360,000) | AID 602449;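 active = inhibition of 50% or more, scaled per plate between neutral and stimulator controls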;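 note: 0% = DMSO wells given calcium and 100% = 1 mM EGTA wells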
hIAP activ = human IAP activation; actives 0.16% (n = 330,000); AID 2524; purified human IAP, CDP-Star luminescence, 30 min; active compounds read high; 1 = vehicle-only enzyme, 0 = enzyme-free background; activation factor at 10 µM; P09923;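 active = activation factor of the enzyme at least 2-fold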; note: the source names both 10 and 20 µM as test concentration; values of inactives mirror those of a sister screen read the other way
Starred values were filed as active, the others as inactive; / = no result given.

SMILES	mIAP block	beta cell repl	APOBEC3A inh	APOBEC3G inh	hIAP inh	NR3A LBD binder	mIAP act	MPTP inh	hIAP activ
S=C(Nc1ccccc1)Nc1nc2ccccc2n1CCOc1ccc(Cl)cc1	-7	-6	1	-6	-31	-134	1.1	3.2	1.3
O=C(NNS(=O)(=O)c1ccccc1F)c1cccc(S(=O)(=O)N2CCOCC2)c1	-4	0	0	-1	2	4	1	-0.3	0.98
COc1ccc(OCCSc2nc3ccccc3n2CC(=O)O)cc1	2	1	-4	-9	12	-19	0.98	-0.5	0.88
CCC1CCc2c(sc(N)c2C(N)=O)C1 (stereo unspecified)	6	-2	-2	-1	12	-1	0.94	0.7	0.88
Nc1c(C(=O)CSc2nccn2-c2cccc(F)c2)c(=O)[nH]c(=O)n1C1CC1	0	-4	1	-9	-4	0	1	-0.8	1
Cn1ncc2c(N3CCN(c4ccccc4F)CC3)ncnc21	-1	-2	2	-8	-8	2	1	-2.5	1.1
Clc1ccc(CN2CCN(c3ccccc3)CC2)cn1	-10	-2	-9	-11	-2	0	1.1	-0.1	1
O=C(O)c1cc(S(=O)(=O)N2CCOCC2)ccc1N1CCOCC1	8	-2	1	-8	8	2	0.92	-1.2	0.93
COc1ccc(S(=O)(=O)N2CCOCC2)cc1NC(=O)COc1ccccc1	3	3	-1	-10	8	-1	0.97	-0.8	0.92
O=c1c2ccccc2nc(/C=C/c2cc(Br)ccc2O)n1CCCO	9	-4	-9	-15	-2	6	0.91	0.3	1
Cc1cc(-c2nnnn2-c2ccc(F)cc2)no1	-2	-2	-2	-3	-6	-2	1	0.3	1.1
CCCCN(C(=O)NC(=O)Nc1c(C)cc(C)cc1C)S(C)(=O)=O	5	-1	-2	-7	-3	-1	0.95	-2.6	1
Cc1nc(N2CCOCC2)c2c3c(sc2n1)CCC3	-8	4	-5	-2	0	-2	1.1	-2.6	1
CC(=O)Nc1ccc(NC(=O)CN2C(=O)NC3(CCCCCCC3)C2=O)cc1	-6	-2	-1	-5	-24	3	1.1	-1.0	1.2
Cc1nc2ccc(NC(=O)c3ccc(N4C(=O)CCC4=O)cc3)cc2s1	-7	-1	-1	-9	6	0	1.1	6.6	0.94
CCOc1cc(C2C(C(=O)O)c3cc(OCC)c(OCC)cc3C(=O)N2C)ccc1O (stereo unspecified)	3	-2	3	2	24	2	0.97	-2.5	0.76
O=C(CCC1CCCN(C(=O)Cn2cnnn2)C1)NCc1ccc(F)c(F)c1 (stereo unspecified)	10	-3	5	-2	-4	-3	0.9	2.7	1
O=S1(=O)CCOC[C@H](Cc2ccccc2)N1Cc1ccccc1F	-9	10	1	0	23	-3	1.1	-0.2	0.77
CC(OC(=O)c1ccccc1CCc1ccccc1)C(N)=O (stereo unspecified)	3	-1	-7	-9	-1	3	0.97	0.1	1
O=C(Nc1nnc(C2CC2)s1)C1CC(=O)N(c2ccc3c(c2)OCCO3)C1 (stereo unspecified)	5	0	18	-9	9	-5	0.95	26	0.91
Cc1cccc(C(=O)NN2C(=O)C3C(c4ccccc4)C=CC(c4ccccc4)C3C2=O)c1 (stereo unspecified)	0	1	8	-1	-9	6	1	0.4	1.1
CC(C)CC(=O)NC(c1ccccc1)c1c(O)ccc2ccccc12 (stereo unspecified)	-12	-3	2	16	-26	-2	1.1	2.9	1.3
COc1ccc(CNC(=S)NCc2ccc(OC(C)C)cc2)cc1	-42	-3	1	1	-2	-3	1.4	7.1	1
COc1ccc(S(=O)(=O)N2CCC(C(=O)Nc3ccccc3N3CCCC3)CC2)cc1OC	-6	-2	-3	-9	4	-1	1.1	1.2	0.96
CC1=CC(C2CC(=O)N(c3ccccc3C)C2=O)CC2C(=O)N(c3ccccc3C)C(=O)C12 (stereo unspecified)	-11	-1	1	-7	-8	-4	1.1	1.4	1.1
CS(=O)(=O)c1ccccc1-c1nnc(NC(=O)C2=COCCO2)o1	-1	-4	2	-1	-17	-2	1	-0.6	1.2
O=C(COc1ccccc1C(=O)NCc1ccccn1)Nc1ccc(Br)cc1	-25	-3	0	-9	0	-3	1.2	-1.0	1
COc1ccc(/C=C2\SC(=S)N(CCC(=O)Nc3ccc(C(=O)O)cc3)C2=O)cc1	6	-4	-10	-8	-6	-1	0.94	0.1	1.1
COc1ccc(CC(=O)N2CC(C)CC(C)C2)cc1 (stereo unspecified)	0	-1	-2	-5	-5	0	0.99	-0.4	1.1
CCC(=O)Nc1cccc(-n2nnnc2SCC(=O)c2ccc(C)c(C)c2)c1	-1	-1	-3	-2	-4	-4	1	7.2	1
O=C(CSc1nc2nn(-c3ccccc3)c(=O)c-2c2n1CCCCC2)Nc1ccccc1[N+](=O)[O-]	10	-3	-3	-1	5	-6	0.9	-3.1	0.95
CCNC(=S)N(CCCN(C)C)Cc1cc2cc3c(cc2[nH]c1=O)OCCO3	6	-1	-7	-11	-1	-1	0.94	-0.7	1
NC(=O)CC(NC(=O)c1ccccc1)c1ccc(NCC2CC2)c([N+](=O)[O-])c1 (stereo unspecified)	0	-4	2	0	6	0	1	-1.0	0.94
Cc1cc(C)c2c(NC(=S)Nc3ccccc3)n[nH]c2n1	12	-3	3	-1	-56	1	0.88	0.0	1.6
CC(O)CNc1nc2ccccc2n1CC(=O)NCC(F)(F)F (stereo unspecified)	6	-1	6	-12	1	2	0.94	0.7	0.99
COc1ccc(NC(=O)CN(CC(=O)Nc2ccc(OC)cc2)C(C)(C)CO)cc1	-1	1	-1	-4	-19	0	1	1.3	1.2

Single records (already shown):
Listed for `COc1ccc(CC(=O)N2CC(C)CC(C)C2)cc1` (stereo unspecified) : mIAP block: 0; beta cell repl: -1; APOBEC3A inh: -2; APOBEC3G inh: -5; hIAP inh: -5; NR3A LBD binder: 0; mIAP act: 0.99; MPTP inh: -0.4; hIAP activ: 1.1
Listed for `CS(=O)(=O)c1ccccc1-c1nnc(NC(=O)C2=COCCO2)o1` : mIAP block: -1; beta cell repl: -4; APOBEC3A inh: 2; APOBEC3G inh: -1; hIAP inh: -17; NR3A LBD binder: -2; mIAP act: 1; MPTP inh: -0.6; hIAP activ: 1.2

Later entries:
SMILES	mIAP block	beta cell repl	APOBEC3A inh	APOBEC3G inh	hIAP inh	NR3A LBD binder	mIAP act	MPTP inh	hIAP activ
CC(NC(=O)c1noc2c1CCCC2)c1ccccc1 (stereo unspecified)	1	1	-1	-3	7	-2	0.99	-2.1	0.93
CNC(=O)c1c(NC(=O)c2cc(-c3cc(C)c(C)cc3O)n[nH]2)sc2c1CCCC2	5	-5	-3	-3	-51	2	0.95	/	1.5
CC(=O)Nc1ccccc1OCC(=O)c1ccc2c(c1)OCO2	-2	-3	-3	-6	14	1	1	2.8	0.86
COc1ccc(C2CC2C(C)=O)cc1 (stereo unspecified)	3	-2	-2	-4	11	-1	0.97	-1.4	0.89
CC(C)C(=O)Nc1cccc(NC(=O)c2cc3ccccc3o2)c1	7	-1	-2	-2	11	-10	0.93	1.0	0.89
CCCCN1C(=O)/C(=C/C=C2/CC(C)(C)CN2C)SC1=S	35	0	-5	-23	10	-6	0.65	2.8	0.9
COc1ccc(C(=O)C2CCCN(Cc3ccc(C#CCCO)cc3)C2)c(OC)c1 (stereo unspecified)	-4	5	5	-3	16	-2	1	2.8	0.83
O=[N+]([O-])c1cccc(S(=O)(=O)Nc2ccc(S(=O)(=O)Nc3nccs3)cc2)c1	-1	-1	-3	-4	3	-3	1	-2.0	0.97
Cc1ccc2sc(N(CCCN(C)C)C(=O)c3ccc(Br)s3)nc2c1C	10	-7	1	-5	6	0	0.9	9.1	0.94
COc1ccccc1NC(=O)C(=O)NCC(c1ccco1)N1CCc2ccccc2C1 (stereo unspecified)	6	-4	-1	-7	-2	0	0.94	-0.2	1
COC(=O)c1ccc(-c2nc(O)c3cnccn23)cc1	1	-3	-2	-3	-3	2	0.99	-0.6	1
O=[N+]([O-])c1ccc(O)c(/C=N/Nc2ccc(Cl)nn2)c1	23	-6	-2	-6	-6	-10	0.77	6.5	1.1
CCCS(=O)(=O)C/C(N)=N/OC(=O)c1ccc(Cl)cc1	3	0	-1	-3	-8	-4	0.97	1.1	1.1
CC(=O)NC(CCS(C)(=O)=O)C(=O)Nc1ccc(Cl)c(Cl)c1 (stereo unspecified)	-9	5	-5	-10	16	-3	1.1	-3.2	0.84
CC(C)Oc1ccc(C(=O)Nc2ccc(N3CCCCC3)cc2)cc1	2	-5	-2	-4	8	0	0.98	-1.1	0.92
Cc1c2ccccc2c(C)c2c1ccc1ccccc12	6	-8	1	-3	12	-2	0.94	0.8	0.88
O=C(COC(=O)/C=C/c1ccc(Cl)cc1)Nc1ccccc1	0	-4	1	-9	6	-1	1	-1.1	0.94
CC(=O)Nc1ccc(S(=O)(=O)NCC(=O)N2CCN(S(=O)(=O)c3cccs3)CC2)cc1	-20	-1	-3	-2	14	1	1.2	-0.2	0.86
Cc1ccc(/C=N/n2nnnc2N)cc1[N+](=O)[O-]	-1	2	-3	-5	1	1	1	0.2	0.99
CCc1ccccc1NC(=O)CC1S/C(=N\c2nccs2)N(CC)C1=O (stereo unspecified)	14	4	-1	-2	1	2	0.86	-1.4	0.99
O=C(CN(Cc1ccc(F)cc1)C(=O)CCC(=O)Nc1ccccn1)NCc1ccco1	-1	-2	-3	-5	21	0	1	-3.5	0.79
Cc1ccccc1NC1=C/C(=N\S(=O)(=O)c2cccs2)c2ccccc2C1=O	20	-6	1	-6	-9	-4	0.8	19	1.1
O=C(CCC1CCCC1)N1CCC(N2CCCCCC2)CC1	2	-2	2	-3	5	0	0.98	-0.4	0.95
CCOC(=O)N1CCN(C(=O)CSCc2ccccc2C)CC1	-2	-1	-5	-10	5	-3	1	-1.9	0.95
COC(=O)[C@@H](Cc1ccccc1)NC(=O)NCCc1ccccc1	6	-1	-2	-4	1	-1	0.94	0.6	0.99
Cc1cc(OCCCCCNCCO)ccc1Cl	8	-5	1	-4	0	-2	0.92	1.9	0.99
O=C(CSc1nnc(CSc2nc3ccccc3s2)o1)NC1CCCCC1	5	-1	0	-2	-14	-1	0.95	-7.8	1.1
CCN(CC)CCNC(=O)Cn1cnc2sc(C)c(S(=O)(=O)N3CCOCC3)c2c1=O	-5	-2	-2	-2	-7	-2	1	1.1	1.1
CCOC(=O)N1CCN(c2c(N3CCC(N4CCCCC4)CC3)c(=O)c2=O)CC1	4	-2	-5	-5	10	1	0.96	-0.9	0.9
Cc1cc(=O)n2nc(N3CCC(C(=O)NCc4ccc(Cl)cc4)CC3)sc2n1	3	2	-5	-6	2	-1	0.97	-0.8	0.98
Cc1ccc(CS(=O)Cc2ccc(C(=O)NC3CCCCCC3)o2)cc1 (stereo unspecified)	0	-1	-1	-1	-13	-1	1	2.4	1.1
Nc1ccc(C(=O)Oc2ccc([N+](=O)[O-])cc2)c(O)c1	4	-5	-4	-7	14	/	0.96	/	0.86
O=C(O)C1CC(=O)N(c2ccc(OCc3ccc(Br)cc3)cc2)C1 (stereo unspecified)	-5	-2	-3	-2	2	-1	1.1	0.4	0.98
CCn1c(/C=C\c2ccccc2C)nc2ccccc2c1=O	6	-3	-1	-1	-4	-3	0.94	2.2	1
O=C(O)COc1ccccc1/C=N/NC(=O)CNC(=O)c1ccc(F)cc1	4	0	1	4	-10	-1	0.96	2.2	1.1
O=C(NCCCc1ccccc1)c1cccc(Br)c1	7	0	-2	-12	-3	-1	0.93	16	1
